OX1R antag-1: blocks the human orexin 1 receptor; CHO/OX1R cells, Fluo-8 calcium fluorescence, orexin A; AID 434989; actives 0.43% (n = 330,000); inhibition, % at 5 µM; O43613;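 active = inhibition above its plate's threshold, mean inhibition of all tested compounds on the plate plus 3 SD, cut at about 37% in these data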;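 note: 0% = orexin A challenge wells and 100% = SB-334867-A antagonist wells; not every result past the cut was called active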
Target sequence (O43613 whole entry, looked up): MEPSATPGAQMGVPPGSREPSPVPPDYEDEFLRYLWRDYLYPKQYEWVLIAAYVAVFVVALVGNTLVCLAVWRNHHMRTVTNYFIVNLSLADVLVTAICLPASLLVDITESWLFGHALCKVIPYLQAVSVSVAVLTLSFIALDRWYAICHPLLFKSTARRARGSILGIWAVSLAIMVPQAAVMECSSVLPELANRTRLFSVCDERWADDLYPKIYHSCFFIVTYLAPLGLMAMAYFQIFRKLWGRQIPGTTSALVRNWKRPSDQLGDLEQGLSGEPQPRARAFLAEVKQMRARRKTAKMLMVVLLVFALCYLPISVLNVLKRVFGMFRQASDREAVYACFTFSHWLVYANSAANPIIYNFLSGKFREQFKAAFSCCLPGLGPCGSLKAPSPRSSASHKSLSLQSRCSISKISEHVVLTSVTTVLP
CHT allo act: human CHT allosteric activation; Q9GZV3; CHT-expressing cells, membrane potential dye, choline EC20; stronger effect = higher value; LV-AA mutant CHT in HEK293 cells; B-score at 10 µM; actives 0.49% (n = 310,000); AID 488977;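 active = initial fluorescence not abnormally high and integrated response B-score, plate-corrected, over 3 SD above library mean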
Target sequence (Q9GZV3 whole entry, looked up): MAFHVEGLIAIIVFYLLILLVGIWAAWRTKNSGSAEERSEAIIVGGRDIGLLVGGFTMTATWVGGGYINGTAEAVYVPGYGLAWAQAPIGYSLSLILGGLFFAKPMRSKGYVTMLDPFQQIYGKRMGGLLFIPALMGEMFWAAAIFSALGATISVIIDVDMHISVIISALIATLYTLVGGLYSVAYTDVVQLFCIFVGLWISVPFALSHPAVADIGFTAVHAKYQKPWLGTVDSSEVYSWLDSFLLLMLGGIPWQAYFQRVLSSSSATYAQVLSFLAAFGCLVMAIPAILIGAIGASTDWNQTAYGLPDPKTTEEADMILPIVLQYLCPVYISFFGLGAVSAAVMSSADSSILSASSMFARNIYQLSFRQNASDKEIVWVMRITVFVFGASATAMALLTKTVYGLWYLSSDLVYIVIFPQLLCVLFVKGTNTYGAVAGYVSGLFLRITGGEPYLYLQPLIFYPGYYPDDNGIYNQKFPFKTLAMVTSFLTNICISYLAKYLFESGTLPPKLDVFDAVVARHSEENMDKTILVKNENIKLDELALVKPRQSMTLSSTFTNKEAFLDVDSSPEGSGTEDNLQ
OX1R antag-2: OX1R (human) antagonism. OX1R-expressing cells, FRET antagonist read-out. inhibition, % at 6.6 µM. actives 1.8% (n = 330,000). AID 485270; in the data active = inhibition mostly above about 38%, no sharp cut-off; inactive = mostly below about 40%;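 note: 0% = agonist challenge alone and 100% = reference antagonist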
Active calls of the source: *; i = inactive; / = not tested or not shown.

SMILES | OX1R antag-1 | CHT allo act | OX1R antag-2
CCOC(=O)Cc1csc(SC(C)C(=O)NCC(=O)Nc2ccc(F)c(F)c2F)n1 (centres undefined) | -28 | i | 12
CC(OC(=O)c1ccc([N+](=O)[O-])o1)C(=O)NC1CCCCC1C (centres undefined) | -19 | / | 13
CN(C)CCCNC(=S)NCC(c1ccc(Cl)cc1Cl)c1c[nH]c2ccccc12 (centres undefined) | 39* | i | 2
O=C(Nc1nnc(C2CC2)s1)c1cccs1 | -4 | i | 10
CC(=O)CSc1nnc2cc(C)c3ccccc3n12 | -23 | i | 2
COc1ccc(OC)c(CN2CCN(Cc3cc(OC)c(OC)c(OC)c3)CC2)c1 | -13 | i | -2
CN(CC(=O)Nc1c(Cl)cccc1Cl)C(=O)c1cccc(-n2cccc2)c1 | -31 | i | 12
O=C1CC(=O)Nc2cc(S(=O)(=O)N3CCOc4ccc(Cl)cc43)ccc2N1 | -10 | i | 7
O=C(Cn1c(=O)n(Cc2ccco2)c(=O)c2c3c(sc21)CCCCC3)Nc1ccccc1 | 5 | i | 10
O=C(NCc1ccc(Cl)cc1)c1cccnc1 | -12 | i | 20
Cc1cc(Br)ccc1NC(=O)CN(C)C(=O)c1cc(S(=O)(=O)N(C)C)ccc1N1CCCC1 | -35 | i | -10
CN(C)C(=O)N1CCCC(C(=O)NCc2cccs2)C1 (centres undefined) | -6 | i | 9
COc1ccc(-c2ccc(C(=O)C3CC3)cc2)cc1 | -27 | i | 0
O=C(NCCCc1ccccc1)c1cnc2n(c1=O)CCS2 | -18 | i | -3
Nc1nnc(Cc2c[nH]c3ccccc23)s1 | -8 | i | 11
N#CC12COC3(CCCCC3C1(C#N)C#N)OC2=N (centres undefined) | -15 | i | 24
CCC(=O)Nc1cc(-c2nn(C)c(=O)c3ccccc23)ccc1OC | -18 | i | 22
COc1ccc(C2=NN(c3ccc(C(=O)O)cc3)C(c3ccc(OC)c(OC)c3)C2)cc1 (centres undefined) | -16 | i | 5
Cc1ccnc(NC(=O)c2ccc(S(=O)(=O)N3CCCC3)cc2)c1 | 1 | i | 16
CC(C)Cn1c(N)c(C(=O)CSc2nc3ncc(Cl)cc3[nH]2)c(=O)n(C)c1=O | -6 | i | 26
C/C(=N\NS(=O)(=O)c1ccccc1)c1cc(Cl)cc(Cl)c1O | -5 | i | 9
Cc1ccc2nc(Nc3nc(C)cc(-c4ccccc4)n3)[nH]c(=O)c2c1 | -27 | i | 7
CC(OC(=O)c1ccc(NC(=O)CC#N)cc1)C(=O)Nc1nc(-c2ccccc2)cs1 (centres undefined) | 3 | i | 23
COc1cccc(NC(=O)C2C3CCC4C(CCC32)C4(Cl)Cl)c1 (centres undefined) | -7 | i | 37
CCn1c(CNC(=O)c2ccc(OC)c(OC)c2)nnc1SCC(=O)Nc1ccc(OC)cc1 | -10 | i | 5
C=CCN=C1CC(C)(C)C(C(=O)OC)C(O)=C1C(=O)CCC (centres undefined) | -1 | i | 9
CS/C(=C\[N+](=O)[O-])Nc1ccc(Cl)cc1 | -7 | i | 12
CN(C)CCCCOc1ccc(F)cc1 | -22 | i | 15
COc1ccc(-c2csc3nc(C)nc(N4CCCCC4)c23)cc1OC | -21 | i | 16
CCOC(=O)C(C)Sc1ncc(-c2ccc(Cl)cc2)cn1 (centres undefined) | -11 | i | 7

Next section, overlapping the part above by two compounds.
SMILES | OX1R antag-1 | CHT allo act | OX1R antag-2
COc1ccc(-c2csc3nc(C)nc(N4CCCCC4)c23)cc1OC | -21 | i | 16
CCOC(=O)C(C)Sc1ncc(-c2ccc(Cl)cc2)cn1 (centres undefined) | -11 | i | 7
C/C(=C\C(=O)c1ccc(Br)cc1)NCc1ccc2c(c1)OCO2 | -4 | i | 32
COc1ccc(N2CCN(C(=O)CSc3nnc(COc4cccc5cccnc45)o3)CC2)cc1 | -27 | i | 3
Cc1csc(NC(=O)c2ccc3ccccc3n2)n1 | -28 | i | 18
O=C(Nc1ccccc1)c1ccc(Nc2c([N+](=O)[O-])cc([N+](=O)[O-])c3ccccc23)cc1 | 10 | i | 10
O=C(Nc1nc2ccccc2n1Cc1ccccc1)c1ccco1 | -22 | i | 39
O=C(NCCCN1CCOCC1)c1ccc(N2CCCC2)c([N+](=O)[O-])c1 | -24 | i | 52
CN(C)C(=O)C(OC(=O)c1ccc2c(c1)CCCC2)c1ccccc1 (centres undefined) | -37 | i | 26
CCOC(=O)c1c(NC(=O)CC2SC(=NC)N(C)C2=O)sc(C)c1C (centres undefined) | -33 | i | 3
Cc1ccc(/C=C/C(=O)OCC(=O)N2CC(=O)Nc3ccccc32)o1 | -11 | i | 10
CCc1ccc(OCc2ccc(C(=O)OC)o2)cc1 | -24 | i | -9
COc1ccc(NC(=S)N(CCN(C)C)Cc2cccs2)cc1 | -15 | i | 6
CC(C)CC(CO)N1CCN(C(=O)c2cccc(C(F)(F)F)c2)CCC1=O (centres undefined) | 1 | i | 25
COc1ccc(C(=O)n2cc(C(=O)c3cc(C)ccc3O)cn2)cc1 | -12 | i | 1
O=C(NCCc1ccccn1)C1CCCN1S(=O)(=O)c1ccc(Cl)cc1 (centres undefined) | -7 | i | 6
Cc1ccc2nc(-c3ccccc3)cc(C(=O)Nc3cccnc3)c2c1 | -25 | / | 12
Cc1cc(C)n(Cc2ccccc2)c(=O)c1S(=O)(=O)c1ccccc1 | -19 | i | 26
COC(CNC(=O)CN1CCN(Cc2ccccc2F)C1=O)OC | 2 | i | 0
O=C(COc1ccc(S(=O)(=O)N2CCOCC2)cc1)NC1CCCC1 | -30 | i | 11
COc1ccc(NS(=O)(=O)c2ccc3oc(SCc4ccc(F)cc4)nc3c2)cc1 | 8 | i | 28
CCOc1ccc(Cl)cc1CN1CCOCC1 | -19 | i | 10
O=C(c1ccc(NC(=S)NCc2ccc(Cl)cc2)cc1)N1CCCCC1 | -4 | i | -7
Cc1nc2cc(NC(=O)N(C)c3ccc4ccccc4c3)ccc2o1 | -11 | i | 21
CCOc1ccccc1NC(=O)Cn1nnc(-c2ccc(OCC)c(OCC)c2)n1 | -29 | i | 19
CCCCCCn1c(CN2CCCCC2CC)nc2c1c(=O)n(C)c(=O)n2C (centres undefined) | -17 | i | 0
O=C(O)C1CC=CCC1C(=O)NC1CCCCC1 (centres undefined) | 2 | i | 24
CCSc1nnc(NC(=O)/C=C/c2ccco2)s1 | -16 | i | 7
COc1ccc(CN2CCCC(CNC(=O)c3ccc(F)cc3)C2)c(F)c1 (centres undefined) | -23 | i | 8
OCCC1CN(Cc2cccc(-n3cccn3)c2)CCN1Cc1ccccc1 (centres undefined) | -35 | i | 4
COc1ccc(N(CC(=O)NC2CCCCCCC2)S(=O)(=O)c2c(C)nn(C)c2C)cc1 | -31 | i | 15
CCOC(=O)C1C(=O)C=C(c2cccs2)CC1c1ccccc1C (centres undefined) | -33 | i | 16
Cc1ccc(C(=O)Nc2ccccc2C(=O)NCC2CCCO2)cc1 (centres undefined) | -5 | i | 18
CCOC(=O)c1c(NC(=O)C2COc3ccccc3O2)sc(C)c1C (centres undefined) | -25 | i | 3
O=[N+]([O-])c1ccccc1/C=N/N1CCN(c2ccncc2S(=O)(=O)N2CCCCC2)CC1 | -9 | i | 11
COc1ccc(C(=O)Cn2nnc(-c3ccccc3NC(=O)c3ccco3)n2)cc1 | -28 | i | 14
CC(=O)NCc1ccc(C(=O)CSc2nnc(-c3ccncc3)n2Cc2ccccc2)o1 | 5 | i | 12
CCc1ccc(C(=O)C(C)OC(=O)Cn2[nH]c(=O)c3ccccc3c2=O)cc1 (centres undefined) | -34 | / | 0
CCCn1c(N)c(N(CCOC)C(=O)CSCC(=O)Nc2ccc(C)cc2)c(=O)[nH]c1=O | -2 | / | 5
N#Cc1cc(C(=O)c2cc(Cl)ccc2O)cn(-c2ccccc2)c1=O | -32 | i | 13
CCCCNC(=O)c1onc(CSc2cccc(OC)c2)c1C(=O)NCCCC | -63 | i | 17
COC(=O)c1[nH]c2cc(OC)c(OC)cc2c1NC(=O)c1cccc(OC)c1 | -30 | i | 32
CCOC(=O)C1CCCN(c2c(NCCc3cccc(C)c3)c(=O)c2=O)C1 (centres undefined) | -28 | i | 8
Cc1ccccc1-c1ccnc2[nH]n(-c3ccccc3)c(=O)c12 | -16 | i | 25
NCCCCCc1nnc(SCc2ccc(Cl)cc2Cl)o1 | -18 | i | 14
O=C(NNC(=O)c1ccccc1O)c1ccc(NS(=O)(=O)c2ccc(F)c(F)c2)cc1 | -28 | i | 12
COc1ccc(Cc2nn3c(-c4cc(OC)c(OC)c(OC)c4)nnc3s2)cc1 | -7 | i | 9
O=C(NCCS(=O)(=O)c1ccc(Br)cc1)c1ccc(F)cc1 | -7 | i | -11
COc1ccc(C(=O)Nc2ccc(S(=O)(=O)N3CCCC3)cc2)cc1[N+](=O)[O-] | -26 | i | 13
O=C(COC(=O)/C=C/c1cccc(F)c1)NC(=O)NCc1ccccc1 | -8 | / | 1
O=C(c1cccnc1)N1CCN(C/C=C/c2ccccc2)CC1 | -10 | i | 10
CSc1ncccc1C(=O)NC1CCCCCC1 | -14 | i | 8
COc1ccc(-n2nnnc2SCC(=O)Nc2cccc(O)c2)cc1 | -1 | i | 1
Cc1nc(N2CCN(c3ccccn3)CC2)c2c(C)c(C(=O)N3CCN(c4ccc(F)cc4)CC3)sc2n1 | -17 | i | 7
CC1CCN(C(=O)Cn2cc(SCC(=O)NCC3CCCO3)c3ccccc32)CC1 (centres undefined) | -24 | i | 2
COc1cccc2c1OC[C@@H](CO)[C@H]2N(C)C(=O)Nc1ccccc1 | -27 | i | 26
CCc1ccc(-c2csc(NC(=O)COC(=O)CCc3nc4ccccc4s3)n2)cc1 | -14 | i | 4
COc1ccc(C2=NOC(Cn3nc(C(=O)NCc4ccc(C)cc4)cc3-c3ccccc3)C2)cc1 (centres undefined) | 4 | i | 44
CCc1ccc(C(C(=O)NCCOC)N(C(=O)Cn2nnc3ccccc32)c2cccnc2)cc1 (centres undefined) | -14 | i | 8
CC(C)(C)OC(=O)NC(CCCCNC=O)C(=O)O (centres undefined) | 1 | i | 12
O=C(CS(=O)(=O)c1ccccc1)N1CCCCCC1 | 0 | i | 1
CC1CC(C)CN(c2oc(-c3ccccc3Cl)nc2C#N)C1 (centres undefined) | -22 | i | 9

Next section
SMILES | OX1R antag-1 | CHT allo act | OX1R antag-2
Cc1ccccc1OCC(=O)O/N=C(\N)Cc1cccs1 | -8 | i | 9
Cc1ccnc(NCc2ccccc2O)c1 | -15 | i | 15
O=C(NCc1ccc(F)cc1)C(c1ccccc1)N(C(=O)c1csnn1)c1ccccc1 (centres undefined) | -12 | i | 7
O=C(N/N=C/c1cc(Br)c(Br)s1)c1ccncc1 | -14 | i | 8
Cc1cc(NC(=O)CSc2nc(-c3cccs3)cc(C(F)(F)F)n2)no1 | -5 | i | 22
C/C(=N\Nc1ccc(F)cc1F)c1ccccc1O | -19 | i | 22
CCOC(=O)c1c(C)c(C(=O)N2CCc3ccccc3C2)c(C)n1CC | -44 | i | 11
N#CCCN1CCN(Cc2cc(-c3ccccc3)ccc2O)CC1 | -11 | i | 22
C[C@@H](C(=O)NCc1ccco1)N1C(=O)N2CCc3c([nH]c4ccccc34)[C@@]2(C)C1=O | -25 | i | 21
COc1cc(C2=Nc3c(c(C)nn3-c3ccccc3)P(=O)(N3CCOCC3)O2)cc(OC)c1OC (centres undefined) | -6 | i | 1
CCNc1ccc(C(=O)OC(C(=O)NC(N)=O)C(C)C)cc1[N+](=O)[O-] (centres undefined) | -26 | i | 25
COc1ccc(S(=O)(=O)N(C)CC(=O)NCCCN2CCOCC2)cc1Cl | -19 | i | 10
Cc1nc(NC(=O)/C=C/c2ccccc2)sc1C(=O)NCCO | -20 | i | 9
CC(=O)NC(CCS(C)(=O)=O)C(=O)Nc1cccc(C)c1 (centres undefined) | -5 | i | 5
COc1cccc(NC(=O)Nc2ccc(Br)cn2)c1 | -29 | i | 21
CCn1c(SCC(=O)N2CCCCC2C)nnc1-c1ccc(S(=O)(=O)N2CCN(C)CC2)cc1 (centres undefined) | -4 | i | 7
O=C(CCN1C(=O)S/C(=C\c2ccccc2)C1=O)NCCCn1ccnc1 | -14 | i | 23
COc1cc(SC)ccc1C(=O)OCC(=O)NCCC1=CCCCC1 | -23 | i | 8
CCCOc1cccc(C(=O)Nc2nnn(CCC)n2)c1 | -20 | i | 21

In the list so far, twelve have a thiophene ring, fused or not:
SMILES | OX1R antag-1 | CHT allo act | OX1R antag-2
O=C(Nc1nnc(C2CC2)s1)c1cccs1 | -4 | i | 10
O=C(Cn1c(=O)n(Cc2ccco2)c(=O)c2c3c(sc21)CCCCC3)Nc1ccccc1 | 5 | i | 10
CN(C)C(=O)N1CCCC(C(=O)NCc2cccs2)C1 (centres undefined) | -6 | i | 9
COc1ccc(-c2csc3nc(C)nc(N4CCCCC4)c23)cc1OC | -21 | i | 16
CCOC(=O)c1c(NC(=O)CC2SC(=NC)N(C)C2=O)sc(C)c1C (centres undefined) | -33 | i | 3
COc1ccc(NC(=S)N(CCN(C)C)Cc2cccs2)cc1 | -15 | i | 6
CCOC(=O)C1C(=O)C=C(c2cccs2)CC1c1ccccc1C (centres undefined) | -33 | i | 16
CCOC(=O)c1c(NC(=O)C2COc3ccccc3O2)sc(C)c1C (centres undefined) | -25 | i | 3
Cc1nc(N2CCN(c3ccccn3)CC2)c2c(C)c(C(=O)N3CCN(c4ccc(F)cc4)CC3)sc2n1 | -17 | i | 7
Cc1ccccc1OCC(=O)O/N=C(\N)Cc1cccs1 | -8 | i | 9
O=C(N/N=C/c1cc(Br)c(Br)s1)c1ccncc1 | -14 | i | 8
Cc1cc(NC(=O)CSc2nc(-c3cccs3)cc(C(F)(F)F)n2)no1 | -5 | i | 22
